Source: PubChem BioAssay (National Center for Advancing Translational Sciences (NCATS))
Eya2 phos inh: Eya2 (human) phosphatase inhibition; recombinant Eya2, OMFP fluorescence dephosphorylation (OMFP is methylfluorescein phosphate); O00167; 330,000 compounds, 0.006% hits; Potency, µM (top dose mostly 76.9 µM), for inactives: at the highest dose activity, negative = inhibition, most hits filed as inhibitors; note: potency is the fitted concentration of half-maximal effect
Target sequence (O00167 whole entry, looked up): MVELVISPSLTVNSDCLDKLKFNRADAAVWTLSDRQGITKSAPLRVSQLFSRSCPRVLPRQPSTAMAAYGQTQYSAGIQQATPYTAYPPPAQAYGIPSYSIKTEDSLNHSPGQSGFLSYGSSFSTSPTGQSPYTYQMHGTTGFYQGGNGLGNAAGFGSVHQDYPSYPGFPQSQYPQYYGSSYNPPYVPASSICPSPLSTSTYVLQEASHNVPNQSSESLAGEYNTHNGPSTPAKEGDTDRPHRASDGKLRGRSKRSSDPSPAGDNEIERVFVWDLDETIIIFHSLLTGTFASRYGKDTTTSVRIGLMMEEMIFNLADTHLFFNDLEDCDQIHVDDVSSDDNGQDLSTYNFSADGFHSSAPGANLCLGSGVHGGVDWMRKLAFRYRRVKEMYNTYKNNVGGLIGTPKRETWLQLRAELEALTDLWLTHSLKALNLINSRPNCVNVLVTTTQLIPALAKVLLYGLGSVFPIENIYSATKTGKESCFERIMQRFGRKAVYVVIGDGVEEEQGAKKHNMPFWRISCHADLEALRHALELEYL
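Eya2 (0.2 uM) preincubated 10 min at ambient with compound, then OMFP substrate added at 50 uM; 10 min reaction in 50 mM HEPES pH 7.5, 50 mM NaCl, 5 uM MgCl2, 0.05% BSA, 1 mM DTT. Fluorescence read at Ex 485/Em 525 nm.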
BCR signal inh: blocks chronic active B-cell receptor signaling; AID 493014; 340,000 compounds, 0.05% hits; Potency, µM (highest dose often 46.1 µM), for inactives: at the highest dose ratio change, negative = lower green/red ratio, actives largely listed as inhibitors; ABC-DLBCL IkBa-CBG/CBR reporter, luminescence ratio, 4 h; active = well fitted inhibition curve with a large enough effect in the signal ratio, with a control signal flat, not every such curve was filed as active; inconclusive = small, poorly fitted or top-dose-only effect, or effect the other way, or a change in a side signal; the % refers to the signal ratio;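 note: potency is the fitted concentration of half-maximal effect; plate controls were basal doxycycline-induced cells for no effect and cells given 10 µM MG132 for full effect; MG132 reads +100%, hits lower the ratio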
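TMD8 ABC-DLBCL cells carrying doxycycline-inducible green luciferase fused to IkappaBalpha plus unfused red luciferase were exposed to compounds (up to 46 uM) for 4 hrs at 37C. Activity came from the overlap-corrected green/red luminescence ratio.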
Giardia killer: kills Giardia lamblia | Giardia lamblia trophozoite viability | activity change, % at 7.66 µM, hits read low | 340,000 compounds, 0.15% hits | AID 540267; in the data active = activity change below about -80%; inconclusive = between about -30% and that limit;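 note: parasites exposed to compound for two days anaerobically before the ATP read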
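Compounds were tested on trophozoites seeded at 100 cells/well and held 48 hrs at 37 deg C anaerobically. An ATP-based luminescent kit measured the remaining live cells.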
KCNH2 3.1 inh: KCNH2 3.1 (human) potassium channel inhibition; activity change, % (tested at about 1.8 µM); U2OS KCNH2 3.1, thallium flux FluxOr; stronger effect = lower value; 340,000 compounds, 0.95% hits;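 active = maximum activity change below -70%; inconclusive = maximum activity change from -70% to -50%; inactive = maximum activity change above -50%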;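 note: thallium influx rate constant from kinetic fluorescence after stimulation buffer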
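Measured as rate of thallium-driven FluxOr signal in transduced U2OS cells carrying the 3.1 channel, read kinetically for 2 min upon stimulation; values are rate constants scaled to DMSO control wells.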
USP2a block: blocks human ubiquitin-specific protease USP2a | USP2 core, Ub-CHOP2 coupled fluorogenic reporter, 485/531 | Potency, µM (highest dose often 38.3 µM), without a hit: at the highest dose activity change, negative = inhibition, hits mostly inhibitors | 330,000 compounds, 0.01% hits | AID 463254;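 note: potency is the fitted concentration of half-maximal effect; plate controls were DMSO wells for no effect and full inhibition by NEM control for full effect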
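Cell-free coupled assay: 10nM USP2 core preincubated 30min RT with compound in Tris-HCl pH 8.0/CaCl2/CHAPS buffer, then 25nM Ub-CHOP2 and 25nM reporter substrate; fluorescence (Ex 485/Em 531) read after 60min RT, normalized to NEM inhibition, concentration-response curves fitted.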
PKM2 act: activators of human pyruvate kinase M2; purified PKM2, Kinase-Glo ATP luminescence, activation; response scale: 0% is enzyme alone, no compound; 260,000 compounds, 0.34% hits; P14618; AID 1631; Potency, µM (titrated, usually from 57.5 µM), without a hit: top-dose activation, most hits filed as activators; note: potency is the fitted concentration of half-maximal effect; nearly all actives have a fitted effect of over 55% in size
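Purified hPK-M2 (>95% pure) converted ADP (0.1 mM final) to ATP with 0.5 mM PEP in 50 mM imidazole pH7.2, KCl, MgCl2, Tween 20, BSA; 1 h at room temperature. ATP detected by Kinase-Glo luminescence.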
KCNH2 WT inh: inhibitors of human wildtype KCNH2 potassium channel. Q12809. U2OS, BacMam KCNH2, thallium flux FluxOr; stronger effect = lower value. activity change, % at 1.84 µM. 340,000 compounds, 0.37% hits. AID 720551;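 active = maximum activity change below -70%; inconclusive = maximum activity change between -70% and -50%; inactive = maximum activity change above -50%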
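U2OS cells transduced with wild-type KCNH2 virus are loaded with FluxOr dye for 45 min, and thallium flux is measured in kinetic reads before and after stimulation buffer. Rate constants are normalized to DMSO controls.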
FBPA coupling cs: coupling enzyme interference in Giardia aldolase counter-screen. activity change, negative = inhibition, % at 58.2 µM, hits read low. 290,000 compounds, 0.67% hits. AID 2472. coupling enzyme system counterscreen, AmpLite Red fluorescence; in the data active = activity change below about -30%
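Fluorescence at 525 nm excitation and 598 nm emission measured inhibition of the coupled detection system without aldolase. Compounds (at 57.5 uM final) were preincubated 10 min at room temperature with coupling enzyme reagent before a 20 min substrate/AmpLite Red step.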
B2AR arrestin: recruits beta-arrestin to the human beta2-adrenergic receptor; beta-arrestin recruitment to beta2AR, cell-based reporter; Potency, µM (series often up to 46.1 µM), without a hit: at the top dose activation, most hits filed as activators; 330,000 compounds, 0.02% hits; AID 492947;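 note: potency is the fitted concentration of half-maximal effect; 0% = DMSO controls and full agonism = EC100 isoproterenol or metaproterenol; nearly all actives have a fitted effect of over 65% in size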
GALK inh: blocks human galactokinase activity | P51570 | Purified GALK, Kinase-Glo residual ATP luminescence | Potency, µM (titrated, usually from 57.5 µM), without a hit: at the top dose activity change, negative = inhibition, most hits filed as inhibitors | 270,000 compounds, 0.007% hits | AID 1868; note: potency is the fitted concentration of half-maximal effect
Target sequence (P51570 whole entry, looked up): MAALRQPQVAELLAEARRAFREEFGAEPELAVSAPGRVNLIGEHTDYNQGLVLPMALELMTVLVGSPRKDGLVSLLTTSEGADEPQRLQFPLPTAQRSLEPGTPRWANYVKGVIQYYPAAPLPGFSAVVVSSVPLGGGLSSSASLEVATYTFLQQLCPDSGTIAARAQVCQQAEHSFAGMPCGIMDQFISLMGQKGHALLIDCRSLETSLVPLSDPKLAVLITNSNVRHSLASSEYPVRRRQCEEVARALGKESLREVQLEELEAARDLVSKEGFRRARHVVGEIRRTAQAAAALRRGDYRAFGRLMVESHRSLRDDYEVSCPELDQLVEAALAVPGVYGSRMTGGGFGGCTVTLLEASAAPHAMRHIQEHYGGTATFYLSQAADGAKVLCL
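Kinase-Glo Plus luminescence measured ATP left after a 1 h room-temperature reaction. The reaction used 5 nM GALK, 100 uM galactose and 35 uM ATP at pH 8.0 (20 mM HEPES, 5 mM MgCl2, 60 mM NaCl, 1 mM DTT, 0.01% BSA).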
uPA generation: cell surface uPA generation inhibition. cell surface uPA generation assay, qHTS. 330,000 compounds, 0.31% hits. Potency, µM (highest dose often 38.3 µM), for the others: top-dose activity change, negative = inhibition, actives largely listed as inhibitors; active = well fitted inhibition curve with a large enough effect; inconclusive = small, poorly fitted or top-dose-only effect; inactive = no such curve, though single readings can be large or run the other way; tested in mouse RAW 264.7 cells; note: potency is the fitted concentration of half-maximal effect; nearly all actives have a fitted effect of over 55% in size
* marks the source's active call; other numbers are inactive results; ? = inconclusive; nt = not tested or not shown; & = joins results of further samples. Unless noted, calls come from the whole dose curve; as a rule, active = well fitted curve in the direction sought with a large enough effect; inconclusive = small, poorly fitted or top-dose-only effect, or another doubt; inactive = no such curve, though single readings can be large; an effect the other way counts as inactive or inconclusive. Unless noted, % is set by controls: 0 for no effect and ±100 for the full control effect.

SMILES | Eya2 phos inh | BCR signal inh | Giardia killer | KCNH2 3.1 inh | USP2a block | PKM2 act | KCNH2 WT inh | FBPA coupling cs | B2AR arrestin | GALK inh | uPA generation
O=C(CN1CCN(c2ccc(F)cc2)CC1)Nc1ccc(S(=O)(=O)N2CCOCC2)cc1 | 6% | 0% | -6 | 3 | 2% | 0% | 2 | -2 | -0.2% | -2% | -5%
CC(=O)OCc1cc(=O)n(C)c(=O)n1C | 1% | 4% | 2 | 7 | 1% | 12% | -7 | 4 | 0.2% | 0% | nt
O=C(CN1CCCCCC1)NCCN1C(=O)S/C(=C\c2ccccc2Cl)C1=O | 10% | -4% | 2 | 5 | -5% | -4% | 3 | -1 | 0.1% | -1% | -1%
Cc1cc(C)n2nc(SCC(=O)Nc3ccc(F)cc3[N+](=O)[O-])nc2n1 | 7% | -13% | -20 | -5 | 5% | nt | 20 | nt | 0.4% | nt | 0%
COc1cc2c(cc1OC)CN(C(=O)CNS(=O)(=O)c1ccc(C)c(C)c1)CC2 | 2% | 2% | -5 | -7 | 1% | -2% | -5 | 1 | 0.3% | -1% | -3%
Cc1cc(C)cc(NC(=O)Nc2c(Br)cnn2C)c1 | -2% | -8% | 25 | 34 | 2% | nt | 5 | 1 | -0.2% | -2% | -1%
CC(C)C(OC(=O)CN1C(=O)c2ccccc2C1=O)C(=O)NC1CCCCC1 (stereo not given) | 4% | -6% | 16 | 2 | 0% | 0% | 2 | 0 | 0.7% | -2% | -11%
O=C1c2ccccc2-c2onc3c(N4CCN(CCO)CC4)cc(N4CCN(C(=O)c5ccco5)CC4)c1c23 | 20% | ? | 7 | -4 | 15% | nt | 9 | -23 | 0.1% | 8% | 2%
CCN(CC)S(=O)(=O)c1ccc(NC(=O)c2ccc(N3CCCC3=O)cc2)cc1 | 5% | ? | 4 | -3 | 1% | nt | -8 | nt | -0.5% | nt | -5%
COc1ccc(-c2noc(C)c2-c2ccc3ccccc3n2)c(O)c1 | 8% | -15% | 1 | -4 | 1% | 0% | -13 | -2 | -0.8% | 3% | -4%
CCN1CCSc2ccc(C(=O)NCc3ccccc3Br)cc21 | -11% | ? | -16 | -47 | -2% | 0% | 2 | -5 | 0.7% | nt | 12%
Cc1cc2oc(=O)ccc2cc1[N+](=O)[O-] | -6% | 3% | -3 | 16 | 3% | 2% | -1 | -2 | -2.4% | nt | 3%
Cc1cc(=O)n2c(C(=O)Nc3ccc(C)c(C)c3)c(C(=O)Nc3ccccc3)sc2n1 | -4% | ? | 14 | -7 | 1% | -2% | 7 | 3 | -0.2% | -2% | 5%
CC1CCN(C(=O)CSc2nc(N)cc(N)n2)CC1 | -2% | 2% | -15 | 11 | 0% | -3% | 24 | 0 | 0.2% | 0% | nt
COc1ccccc1C(CNC(=O)CNC(=O)c1ccc(C)c(C)c1)N1CCCC1 (stereo not given) | -9% | 1% | 2 | -6 | 1% | nt | 5 | nt | -0.2% | nt | 1%
Cc1ccc(C(=O)OCC(=O)NC(=O)c2ccccc2)o1 | -3% | 1% | 17 | -2 | -1% | nt | 0 | nt | -0.2% | nt | 7%
CCOc1nc2ccccc2nc1NS(=O)(=O)c1ccc(Cl)cc1 | 12% | 7% | 16 | -17 | 4% | nt | -4 | 20 | -0.2% | 1% | 4%
Cc1cc(NCCCn2ccnc2)n2nc(-c3ccc(F)cc3)cc2n1 | -2% | ? | 6 | 0 | -6% | -1% | 17 | -19 | 0.0% | 1% | -21%
Cc1cc(-c2nc3cccnc3s2)ccc1NS(=O)(=O)c1cccs1 | -1% | 5% | -5 | -1 | 0% | 5% | -7 | 7 | -0.6% | 1% | -15%
O=C(O)CSc1c2c(nc3cc(C(=O)N4CCCC4)ccc13)CCCC2 | -8% | 0% | 4 | 6 | 5% | 0% | 1 | 5 | 0.4% | 6% | 0%

Reprinted from the part before: 3 compounds, then new ones.
SMILES | Eya2 phos inh | BCR signal inh | Giardia killer | KCNH2 3.1 inh | USP2a block | PKM2 act | KCNH2 WT inh | FBPA coupling cs | B2AR arrestin | GALK inh | uPA generation
Cc1cc(NCCCn2ccnc2)n2nc(-c3ccc(F)cc3)cc2n1 | -2% | ? | 6 | 0 | -6% | -1% | 17 | -19 | 0.0% | 1% | -21%
Cc1cc(-c2nc3cccnc3s2)ccc1NS(=O)(=O)c1cccs1 | -1% | 5% | -5 | -1 | 0% | 5% | -7 | 7 | -0.6% | 1% | -15%
O=C(O)CSc1c2c(nc3cc(C(=O)N4CCCC4)ccc13)CCCC2 | -8% | 0% | 4 | 6 | 5% | 0% | 1 | 5 | 0.4% | 6% | 0%
Cc1ccc(CN2CC[C@H]3C=CCc4cccc(c43)C2)cc1 | -10% | -7% | 0 | nt | 0% | nt | nt | nt | 0.1% | nt | 4%
Cc1ccc2c(CC(=O)OCc3csc(C)n3)coc2c1 | -15% | -3% | 19 | -16 | 0% | 10% | 0 | 4 | 4.1% | -4% | 5%
CCC1CCCCN1CCCNC(=O)Cn1nc(-c2ccccc2)ccc1=O (stereo not given) | -20% | 2% | -11 | -6 | 3% | ? | 14 | 5 | 0.1% | 3% | 12%
CCOC(=O)c1ccc(CSc2nnc(N)s2)cc1 | -12% | -10% | 13 | 10 | -1% | -6% | -1 | 0 | 0.2% | 0% | -4%
CCCn1nnc(NC(=O)c2ccc(-c3ccccc3)cc2)n1 | -2% | -6% | 8 | -5 | 3% | -4% | -15 | -1 | -0.1% | 7% | -7%
Cc1cc(C)nc(NS(=O)(=O)c2ccc(NC(=O)c3ccccc3[N+](=O)[O-])cc2)n1 | 14% | 1% | -15 | 34 | 4% | 3% | -10 | 3 | -0.2% | -1% | 20%
CC(C)C(=O)NC(c1ccc(N(C)C)cc1)c1c(O)ccc2ccccc12 (stereo not given) | -6% | -12% | 14 | -10 | 0% | 2% | -5 | -3 | -1.0% | 6% | -28%
Cc1sc2nc(CN3CCOCC3)nc(Oc3ccc(NC(=O)c4ccco4)cc3)c2c1C | -3%&-2% | ? | -25 | -11 | 1%&-1% | 0%&-8% | -7 | 6&7 | 0.0%&-0.2% | 2%&4% | 7%
Cc1cccc(NC(=O)CSc2nnc(CCNC(=O)OC(C)(C)C)o2)c1C | ? | -11% | 12 | -5 | 2% | 0% | 2 | 2 | 0.2% | 2% | -1%
CCN(c1cccc(C)c1)C1C(=O)c2ccccc2N1C(C)=O (stereo not given) | 0% | 5% | -10 | 0 | 0% | nt | -6 | -21 | 0.3% | nt | -4%
COc1ccc(-n2nc([N+](=O)[O-])c(=NCCc3cccc(C)c3)n2O)cc1 | -5% | 0% | -85* | -1 | -7% | -8% | 1 | -1 | 0.1% | 1% | -3%
COc1ccc(CN(C)CC(=O)NC(=O)NCc2ccccc2)c(OC)c1 | 10% | -2% | 8 | -10 | 2% | 3% | 4 | 0 | -1.6% | 1% | 2%
O=C1CC(c2ccco2)Sc2nc3ccccc3n21 (stereo not given) | 1% | -6% | -7 | 3 | -1% | 0% | -1 | -1 | -0.1% | 0% | -5%
Cc1ccc(OCCOCCNC(C)C)c(Br)c1 | -12% | 2% | 8 | -9 | -3% | 2% | -1 | 0 | -2.0% | 0% | 0%
CCOc1ccc(C(=O)COC(=O)c2nn(CC)c(=O)c3ccccc23)cc1 | -22% | 0% | 3 | 19 | 4% | nt | 0 | nt | -0.2% | nt | -19%
CCOc1ccc(CN(C)c2nc(-c3cccnc3)nc3ccccc23)cc1OC | -19% | ? | 2 | 5 | -10% | 3% | 9 | -5 | -0.4% | 15% | -11%
CSCCC(NS(=O)(=O)c1ccccc1)C(=O)OCc1nc2ccsc2c(=O)[nH]1 (stereo not given) | -26% | 4% | 10 | -5 | 0% | nt | 6 | nt | 0.1% | nt | -7%
COc1ccc(CC(=O)N[C@@H](C)C(=O)N2CCC3(CC2)NCCc2[nH]cnc23)cc1 | 8% | -1% | 27 | 1 | -2% | nt | -10 | nt | -0.1% | 0% | 3%
CC(C)CC1c2[nH]c3ccccc3c2CCN1C(=O)c1cnccn1 (stereo not given) | -1% | -1% | -23 | 6 | 3% | -3% | -6 | 1 | -0.2% | 0% | 4%
O=C(CSc1nnc(COc2ccc(Cl)cc2)o1)OC1CCCCC1 | -2% | -4% | -2 | -3 | 0% | 4% | 6 | 9 | 0.1% | 1% | 2%
COC(=O)c1cn(-c2ccccc2)nc1-c1ccncc1 | 8% | ? | -16 | 4 | -1% | -2% | -1 | 11 | -0.3% | -1% | -4%
O=C(COC(=O)CNS(=O)(=O)c1c(Cl)cccc1Cl)Nc1cccnc1Cl | 3% | -2% | -10 | 5 | 6% | -7% | -2 | 0 | -0.6% | 4% | 3%
